Screens (PubChem BioAssay)
S2 tox: cell viability loss in ATXN counter-screen | S2 cells (HEK-293 line with an ATXN2-luciferase reporter) viability, CellTiter-Fluor protease fluorescence, 24 h | Potency, µM (highest dose often 56.7 µM), actives largely listed as cytotoxic | 0.49% of 400,000 active; further: potency means the concentration at half of the fitted maximal effect; nearly all actives have a fitted effect of over 40% in size
MCF10A rerep: DNA re-replication induction in MCF 10a cells; Potency, µM (series often up to 46.1 µM), without a hit: at the highest dose activity, positive = re-replication, usual class: activators; 2.9% of 350,000 active; MCF 10A DNA re-replication, Hoechst nuclear intensity, 48 h; further: potency means the concentration at half of the fitted maximal effect; % of control where 0% means no effect; nearly all actives have a fitted effect of over 50% in size
TGFb inhibitor: blocks TGF-b signaling | 1.2% of 410,000 active | Potency, µM (doses to about 46.1 µM), for inactives: at the highest dose activity, negative = inhibition, hits mostly inhibitors | AID 588855 | HepG2 CAGA-GFP TGF-b/SMAD3 reporter, GFP fluorescence, 18 h; TGF-beta stimulated, 500 pg/mL final; further: potency means the concentration at half of the fitted maximal effect; on the % scale 0 is the no-effect control and ±100 the full control effect; nearly all actives have a fitted effect of over 65% in size
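Smad-responsive CAGA-GFP expression was quantified in HEPG2 cells exposed to compounds and 500 pg/mL final TGF-beta for 18 h at 37 degrees C; unstimulated wells defined full inhibition.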
A549 viability: counter-screen for Nrf2 inhibitors: cytotoxicity in A549 cells. A549 ARE-Fluc cells, CellTiter-Fluor viability, 18-24 h. Potency, µM (doses to about 46 µM), inactives show at the top dose activity change, negative = cytotoxicity, hits mostly inhibitors. 0.16% of 390,000 active; further: potency means the concentration at half of the fitted maximal effect; on the % scale 0 is the no-effect control and ±100 the full control effect
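A549 ARE_Fluc cells in 5% FBS OPTI-MEM were exposed to compounds in concentration-response for 18-24 h at 37 deg C. Viability was read by CellTiter-Fluor fluorescence (Ex 405/Em 525) after 30 min, before the luciferase read.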
IL-1B inflam inh: blocks inflammasome-driven IL-1 beta release | THP-1 LPS/ATP IL-1B secretion, AlphaLISA, 16 h; hits give low values | activity change, % at 57.5 µM | 4.7% of 360,000 active; in the data active means activity change below about -50%; inconclusive means mostly about -30% to -49%; further: on the % scale 0 is the no-effect control and ±100 the full control effect
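Secreted IL-1B measured by AlphaLISA bead assay after 16 h compound exposure of THP-1 cells; compounds (final up to 57.5 uM) added 1 h before LPS (250 ng/mL) and ATP (1.25 mM) stimulation; lower signal means less secretion.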
HepG2 viability: kills HepG2 cells in TGF-b inhibitor counter-screen. HepG2 CAGA-GFP viability, ATP luminescence, 18 h. Potency, µM (highest dose often 46.1 µM), inactives show at the top dose activity change, negative = cytotoxicity, hits mostly cytotoxic. 0.76% of 410,000 active. AID 588856; further: potency means the concentration at half of the fitted maximal effect; some results filed as inactive show a strong effect at the top dose
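CellTiter-Glo luminescence gave cytotoxicity after 18 hours at 37 degrees C. The cells were HepG2 CAGA-GFP in 1% FBS DMEM, stimulated with 500 pg/mL TGF-beta after compound addition. %Activity was normalised to no-cell wells (complete cell-killing) and DMSO (no toxicity), and curves were fitted and classified.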
ATXN2 expr inh: inhibitors of ATXN2 expression. Potency, µM (series often up to 57 µM), without a hit: at the top dose activity change, negative = inhibition, usual class: inhibitors. HEK-293 ATXN2-luciferase reporter, luminescence, 24 h. AID 1745845. 0.72% of 360,000 active; further: potency means the concentration at half of the fitted maximal effect; on the % scale 0 is the no-effect control and ±100 the full control effect; nearly all actives have a fitted effect of over 55% in size
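qHTS (up to 57 uM final) was run with 24 h compound exposure of reporter cells at 37 °C. Each well was multiplexed: SteadyGlo luminescence measured ATXN2-luciferase expression after a fluorogenic Gly-Phe-AFC viability readout (25 uM final).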
Nrf2 block: Nrf2 pathway inhibition; A549 ARE-Fluc reporter, luciferase luminescence, 18-24 h; Potency, µM (top dose mostly 46 µM), for inactives: top-dose activity change, negative = inhibition, usual class: inhibitors; 2.1% of 360,000 active; further: potency means the concentration at half of the fitted maximal effect; on the % scale 0 is the no-effect control and ±100 the full control effect; nearly all actives have a fitted effect of over 60% in size
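A549 ARE_Fluc cells (5000/well, 5% FBS OPTI-MEM) pre-incubated 2 h, then treated with compounds 18-24 h at 37C/5% CO2 in concentration-response. CellTiter-Fluor viability read first; BugLite luciferase luminescence after 15 min at room temperature gives Nrf2 activity.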
Nrf2 activator: activates Nrf2 signaling; AREc32 ARE-luciferase reporter (MCF7-derived line), luminescence, 24 h; Potency, µM (doses to about 46.1 µM), without a hit: top-dose activation, usual class: activators; 0.31% of 410,000 active; AID 624171; further: potency means the concentration at half of the fitted maximal effect; % of control where 0% means no effect; nearly all actives have a fitted effect of over 65% in size
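AREc32 cells carrying an ARE-driven firefly luciferase, 1000 cells/well in OPTI-MEM with 5% FBS, dosed after overnight attachment and incubated 24 hr at 37 deg C. Steady-Glo luminescence read after 30 min at RT.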
The depositor's hits bear a star; i = inactive; ? = inconclusive; . = no result given; [ ] = dose if it differs, or a comment. Unless noted, the call rests on the fitted dose curve; in most records, active means well fitted curve in the direction sought with a large enough effect; inconclusive means small, poorly fitted or top-dose-only effect, or another doubt; inactive means no such curve, though single readings can be large; an effect the other way counts as inactive or inconclusive.

Under each structure – S2 tox, MCF10A rerep, TGFb inhibitor, A549 viability, IL-1B inflam inh, HepG2 viability, ATXN2 expr inh, Nrf2 block, Nrf2 activator
COc1ccc(S(=O)(=O)Nc2ccc(S(=O)(=O)Nc3nccs3)cc2)cc1
  i, -40%[inhibitor], -4%, -2%, -10, 5%, 2%, 7%, 0.0%
C[n+]1ccccc1/C=C1\Sc2ccccc2N1CCO
  i, 16%, ?, -20%, 19, -29%, -8%, 16µM*, 4.2%
CN(CC(=O)Nc1cccc(F)c1)C(=O)c1ccccc1Sc1ccccc1C#N
  i, 3%, 13%, -15%, -21, -1%, -15%, ?, -0.7%
COC(=O)Cn1c(=O)c2c(n(Cc3ccccc3)c1=O)N/C(=C/c1ccc(OC)cc1)C2=O
  i, 18µM*, -17%, -12%, -1, 1%, -28%, -5%, 0.0%
COc1ccc(NC(=O)C=C(C)C)cc1Cl
  i, ?, 6%, -6%, -5, -31%, 55%[activator], ?, 3.1%
COc1cccc(C2C3=C(CC(C)(C)CC3=O)Nc3cc(OC)c(OC)cc32)c1 (stereo not given)
  ., -5%, 3%, -9%, 0, 2%, ., -8%, 1.9%
COc1ccc(OC)c(S(=O)(=O)N2CCCC(C(=O)NC3CC3)C2)c1 (stereo not given)
  i, 1%, -18%, -6%, 4, -4%, -7%, -12%, 0.0%
O=C(Nc1cccc([N+](=O)[O-])c1)C1COc2ccccc2O1 (stereo not given)
  i, -1%, -20%, 2%, -7, -4%, ., 12%, 21%
COCCn1c(C)cc(C(=O)CSc2nc(C)cc(C)c2C#N)c1C
  i, -3%, -37%, 4%, -52*, -17%, -11%, ?, -0.4%
Oc1ccc2ccc3cccc[n+]3c2c1
  i, -2%, 28%, ?, 12, 3%, -6%, 1%, -0.8%

Look-ups from the results shown.
Entry of `CN(CC(=O)Nc1cccc(F)c1)C(=O)c1ccccc1Sc1ccccc1C#N` under HepG2 viability: -1%
Entry of `C[n+]1ccccc1/C=C1\Sc2ccccc2N1CCO` under Nrf2 block: 16µM*
Entry of `COc1ccc(OC)c(S(=O)(=O)N2CCCC(C(=O)NC3CC3)C2)c1` (stereo not given) under ATXN2 expr inh: -7%

(cont.)
Under each structure – S2 tox, MCF10A rerep, TGFb inhibitor, A549 viability, IL-1B inflam inh, HepG2 viability, ATXN2 expr inh, Nrf2 block, Nrf2 activator
COc1cc(OC)c(C2=NOC(C(=O)N3CCc4ccccc4C3)C2)cc1Cl (stereo not given)
  i, 8%, 3%, -2%, -23, -2%, -3%, ., -0.7%
COc1cccc(C(=O)N2CCN(C(=O)Cc3ccccc3)CC2)c1
  i, -17%, 2%, 0%, 3, 2%, -3%, 0%, -0.3%[9.22 µM]
CCc1ccc(N(CC)C(=O)c2ccc3c(Cl)c4c(nc3c2)CCC4)cc1
  ?, ?, -2%, -25%, -51*, 23%, ?, ?, 0.2%
CCCOc1c(Br)cc(C2C3=C(CCCC3=O)N(C)C3=C2C(=O)CCC3)cc1OC
  ., -2%, -8%, 0%, 13, 6%, -1%[11.3 µM], -18%, 1.4%
COc1ccccc1NC(=O)Cn1c([N+](=O)[O-])cnc1C
  i, 6%, 12%, -3%, 28, 1%, 3%, 2%, 2.2%
Cc1ccc(C2C3=C(CC(C)(C)CC3=O)Nc3[nH]c(=S)[nH]c(=O)c32)cc1 (stereo not given)
  i, 0%, 6%, -2%, -3, -2%, -4%, -18%, -0.7%
O=[N+]([O-])c1cc(/C=N/N2CCN(C3c4ccccc4-c4ccccc43)CC2)ccc1Cl
  i, 8%, 6%, 1%, 8, 7%, -10%, 11%, -0.2%
Cc1ccc(-n2c(C)cc(C3N=C(N)Nc4nc5ccccc5n43)c2C)c(C)c1 (stereo not given)
  ?, ?, ?, -6%, ?, -110%, ?, -3%, 5.3%
COc1ccc(C(=O)NCCc2ccccc2)cc1[N+](=O)[O-]
  i, 1%, ?, 3%, -5, 16%, 40%[activator], ?, 2.9%
COc1ccc(S(=O)(=O)NCCC(=O)N2CCCC2)cc1N(C)S(C)(=O)=O
  i, -1%, 2%, 5%, -9, -3%, -7%, 2%, 0.0%
CCOC(=O)CSc1nc(NCc2ccco2)c2ccccc2n1
  i, 21%, -22%, -4%, 8, -2%, 1%, 0%, 0.1%
Cc1nc(C)c(-c2ccn(C(=O)NC(C)C)n2)s1
  i, 3%, -1%, 2%, -14, -14%, -14%, -5%, 0.1%
COc1ccc(NC2=NCC(Cc3ccc(Br)cc3)S2)cc1 (stereo not given)
  ?, ?, ?, -2%, -91*, -40%, ?, 3%, 3.7%
COc1cccc(-c2sc3ccc(OC)cc3c2-c2ccc(OCCN3CCOCC3)cc2)c1
  i, ?, 0%, -1%, -11, -28%, -5%, 15%, 6.2%
CN(Cc1cccs1)C(=O)c1cc(S(=O)(=O)N2CCOCC2)ccc1F
  ?, 8%, -6%, -1%, -1, -9%, ., 7%, 0.2%
COc1ccc(Br)cc1CN(C)CC(=O)NCCc1ccc(S(N)(=O)=O)cc1
  i, 1%, -28%, 1%, -7, -27%, -15%, -14%, 0.4%
CCCCOc1cccc(C(=O)N(Cc2ccc(Cl)cc2)C2CCS(=O)(=O)C2)c1 (stereo not given)
  ?, ., ?, -8%, ., -12%, -26%, -5%, 4.5%
CCOc1ccc(NC(=O)CN2C(=O)C(c3ccccc3)=NC23CCCCCC3)cc1
  ., ., ., -18%, ., -20%, ., -12%, 4.2%
CO/N=C/C(c1ccc(Cl)nc1)S(=O)(=O)c1ccccc1 (stereo not given)
  i, 5%, -11%, 7%, 15, -18%, ., -4%, 0.0%
Oc1ccc2ccccc2c1/C=N/n1cnnc1
  ., 10%, -11%, -8%, 21, -2%, ., 4%, 2.7%

Reprinted at random: 3 compounds from above
Under each structure – S2 tox, MCF10A rerep, TGFb inhibitor, A549 viability, IL-1B inflam inh, HepG2 viability, ATXN2 expr inh, Nrf2 block, Nrf2 activator
CCOc1ccc(NC(=O)CN2C(=O)C(c3ccccc3)=NC23CCCCCC3)cc1
  ., ., ., -18%, ., -20%, ., -12%, 4.2%
COc1ccc(S(=O)(=O)Nc2ccc(S(=O)(=O)Nc3nccs3)cc2)cc1
  i, -40%[inhibitor], -4%, -2%, -10, 5%, 2%, 7%, 0.0%
CN(CC(=O)Nc1cccc(F)c1)C(=O)c1ccccc1Sc1ccccc1C#N
  i, 3%, 13%, -15%, -21, -1%, -15%, ?, -0.7%

The list continues:
Under each structure – S2 tox, MCF10A rerep, TGFb inhibitor, A549 viability, IL-1B inflam inh, HepG2 viability, ATXN2 expr inh, Nrf2 block, Nrf2 activator
O=C(NCCCO)/C(=C\c1cn(-c2ccccc2)nc1-c1cccnc1)NC(=O)c1ccccc1
  i, 0%, ?, 11%, -11, 0%, ., 6%, 0.3%
COc1ccc(C2SCCN2S(=O)(=O)c2ccc(F)cc2)cc1OC (stereo not given)
  ?, 4%, ?, -9%[1.84 µM], 20, -6%, -26%, -2%, 0.0%
O=C(NC1CCN(S(=O)(=O)c2ccc(Cl)cc2)CC1)C1CCCCC1
  i, -2%, -5%, 0%, 26, 9%, -11%, -1%, 0.2%
CCOc1ccc(C(O)(CCC(C)C)C(CN2CCOCC2)c2ccccc2)cc1 (stereo not given)
  i, ?, ?, -4%, -60*, -31%, -28%, 7%, 3.9%
O=C(Nc1ccccc1C(=O)NCCCN1CCOCC1)c1ccccc1
  ?, -2%, 8%, -1%, 11, 9%, -12%, 7%, 0.0%
COC(CNC(=O)c1cn(C)c2ccc(S(=O)(=O)N(C)C3CCCCC3)cc2c1=O)OC
  i, ?, -7%, 0%, -18, -44%, -32%, ?, -0.5%
CNC(=O)c1ccc(C)c(NC(=O)C2=C(C)OCCS2)c1
  i, -3%, 3%, -2%, 0, 2%, 3%, -26%, -1.3%
Cc1cccc(NC(=O)CSc2nc3ccc(NC(=O)COc4ccccc4F)cc3s2)c1
  ?, ., ?, ?, ., -69%, ?, ?, 0.6%
CC(C)C(=O)NNC(=O)CSc1nnnn1C(C)C
  ?, 1%, 4%, 0%, 1, 0%, ., -18%, -0.6%
Cc1ccc(Cc2nnc3n(-c4cccc(C)c4)nc(C(=O)c4ccccc4)n3c2=O)cc1
  ., -1%, 0%, -18%, -9, 4%, ., ?, -0.8%
C/C(=N\Nc1cccc([N+](=O)[O-])c1)c1cc2ccccc2o1
  ?, ?, 8%, -4%, -4, 7%, ., 13%, 15%
N#Cc1ccccc1S(=O)(=O)N1CCN(C(=O)CN2CCCC2c2cccs2)CC1 (stereo not given)
  i, 1%, 3%, 3%, 26, 4%, 6%, -1%, -0.8%
COC(=O)c1c(SC)nc2ccccc2c1OCc1ccc(C)cc1
  i, ., -17%, 2%, ., -16%, -5%, -1%, 0.4%
COc1ccc(S(=O)(=O)Nc2ccc3c(c2)CC(=O)N([C@@H](C)CO)C[C@H](C)[C@@H](CN(C)S(=O)(=O)c2ccc(F)cc2)O3)cc1
  i, -2%, -7%, 5%, -12, 1%, 0%, 5%, 4.3%
COc1ccc(CCNC(=O)C(=O)c2c[nH]c3ccccc23)cc1OC
  i, 3%, -7%, -3%, -14, -17%, -9%, -5%, 4.2%
CC(C)[C@H](NC(=O)OCc1ccccc1)C(=O)OCC(=O)Nc1ccc(N2CCOCC2)cc1
  i, 3%, -15%, -6%, 19, 2%, 2%, 1%, 0.8%
CC(=O)NC(c1ccco1)c1cc(F)c2cccnc2c1O (stereo not given)
  14µM*, ?, ?, -8%, ., 8.9µM*, ?, ?, -0.7%
CN(C)S(=O)(=O)c1cccc(NC(=O)c2cc3c(=O)n4ccccc4nc3s2)c1
  i, 4%, 8%, 2%, 15, 10%, -12%, 8%, -0.2%
